# Assay outcomes: PubChem, National Center for Advancing Translational Sciences (NCATS)
# HEK293 tox – cytotoxicity in counter-screen for GLP-1R inverse agonists | HEK293 cAMP-luciferase reporter cells, luminescence, 24 h | Potency, µM (series often up to 38.3 µM), for the others: at the top dose activity change, negative = inhibition, actives largely listed as inhibitors | 0.13% of 410,000 active;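 also: loss of luciferase light is scored as toxicity; potency is read from the fitted curve at half-maximal effect; % is scaled to controls: 0 for no effect and ±100 for the full control effect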
#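 Seeding density was 200 cells/uL; after overnight-length (12 h) culture, 23 nL compounds went on for 24 h at 37 °C. Readout used a luciferase detection reagent, luminescence taken after 12 min at room temperature.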
# EPAC1 agonist – activates human EPAC1 exchange factor. O95398. EPAC1 agonist qHTS, biochemical assay; response scale: 100% = response to 6.5 mM cAMP. Potency, µM (highest dose often 154 µM), inactives show top-dose activation, hits mostly activators. 0.073% of 360,000 active. AID 720707; also: potency is read from the fitted curve at half-maximal effect; nearly all actives have a fitted effect of over 60% in size
#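 Nucleotide exchange by EPAC1 (100 nM) on Rap1B–BODIPY-GDP (250 nM) in the presence of 50 uM GDP is tracked fluorescently at 480/540 nm over 30 min. Signals are normalized to a 6.5 mM cAMP control.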
# PTHR1 ag – PTHR1 (human) receptor agonism. AID 743266. Potency, µM (doses to about 115 µM), without a hit: at the top dose activation, usual class: activators. Q03431. 0.075% of 410,000 active. HEK293 GP2 PTHR1 cells, GloSensor cAMP luminescence, 1 h; also: potency is read from the fitted curve at half-maximal effect; nearly all actives have a fitted effect of over 55% in size; some results filed as inactive show a strong effect at the top dose; inactives centre near -15; many of its hits are not listed in these tables
#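 HEK-293-derived GP2 cells expressing PTHR1 and a GloSensor cAMP reporter, 3,000/well, plated overnight, given luciferin plus IBMX (each 0.5 mM as added) for 1 h at 37 °C, then compound for 1 h at 37 °C. Luminescence was read after 15 min at room temperature.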
# GLP-1R agonist – GLP-1 receptor (human) agonism; P43220; HEK293 GLP-1R CRE-luciferase, luminescence, 4-6 h; cells express a hypersensitive GLP-1R form; Potency, µM (highest dose often 45.6 µM), for inactives: at the highest dose activation, most hits filed as activators; 0.007% of 380,000 active; AID 624172; also: potency is read from the fitted curve at half-maximal effect; % of control where 0% means no effect
# Target sequence (P43220 whole entry, looked up): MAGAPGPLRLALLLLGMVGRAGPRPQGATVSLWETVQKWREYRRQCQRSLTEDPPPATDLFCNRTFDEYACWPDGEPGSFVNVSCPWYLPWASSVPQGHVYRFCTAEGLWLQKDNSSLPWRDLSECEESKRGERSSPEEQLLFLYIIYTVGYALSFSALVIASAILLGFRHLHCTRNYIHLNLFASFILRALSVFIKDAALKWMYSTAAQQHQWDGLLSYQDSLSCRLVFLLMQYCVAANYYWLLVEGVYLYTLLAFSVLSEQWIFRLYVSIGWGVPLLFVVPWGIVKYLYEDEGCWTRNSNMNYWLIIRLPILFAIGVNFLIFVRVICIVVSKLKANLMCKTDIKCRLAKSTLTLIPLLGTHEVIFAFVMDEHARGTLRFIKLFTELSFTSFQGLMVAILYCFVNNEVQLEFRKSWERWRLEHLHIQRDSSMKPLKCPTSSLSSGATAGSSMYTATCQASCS
# PLK1 PBD block – PLK1 (human) polo-box domain binding inhibition. P53350. Plk1 PBD binding of FITC phosphopeptide, fluorescence polarization. Potency, µM, inactives show max response, negative = inhibition, usual class: inhibitors. 2.8% of 360,000 active. AID 720504; also: potency is read from the fitted curve at half-maximal effect; series mostly up to about 57 µM; % is scaled to controls: 0 for no effect and ±100 for the full control effect; nearly all actives have a fitted effect of over 65% in size
# Target sequence (P53350 whole entry, looked up, the tested form may be a part): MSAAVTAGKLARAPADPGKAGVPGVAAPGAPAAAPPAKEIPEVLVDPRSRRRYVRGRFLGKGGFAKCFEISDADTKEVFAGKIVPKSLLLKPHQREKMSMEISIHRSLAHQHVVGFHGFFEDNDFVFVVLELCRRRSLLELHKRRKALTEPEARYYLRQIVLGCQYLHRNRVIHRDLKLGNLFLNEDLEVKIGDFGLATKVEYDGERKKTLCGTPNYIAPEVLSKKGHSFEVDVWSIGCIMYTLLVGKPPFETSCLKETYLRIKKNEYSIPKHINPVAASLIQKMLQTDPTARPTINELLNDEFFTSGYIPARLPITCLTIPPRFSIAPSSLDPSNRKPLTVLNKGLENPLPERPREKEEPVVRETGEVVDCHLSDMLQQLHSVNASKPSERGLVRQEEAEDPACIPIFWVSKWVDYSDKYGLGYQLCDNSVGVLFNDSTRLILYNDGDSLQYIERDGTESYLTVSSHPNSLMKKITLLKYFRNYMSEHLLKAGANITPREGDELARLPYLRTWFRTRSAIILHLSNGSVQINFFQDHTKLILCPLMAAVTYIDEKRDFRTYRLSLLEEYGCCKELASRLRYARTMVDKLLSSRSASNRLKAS
# IL2 activator – activates IL-2 in a cell-based reporter assay; 0.065% of 360,000 active; activation, % (series mostly up to about 46 µM); AID 652025; IL-2 activation reporter assay, cell-based qHTS; stimulated with anti-CD3/CD4/CD28 beads; in transgenic mouse T cells; in the data active = activation above about 50%; inconclusive = mostly about 30% to 49%; also: 0% is about no effect
#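 Unstimulated transgenic mouse T cells; 60-min compound exposure; bead-based TCR/CD4/CD28 stimulation; 18 h culture, 37 degrees C; dual fluorescence (EGFP, DsRed) plate cytometry.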
# GLP-1R inv ag – acts as inverse agonist at human GLP-1 receptor | Potency, µM (series often up to 38.3 µM), for the others: top-dose activity change, negative = inhibition, usual class: inhibitors | 1.6% of 410,000 active | P43220 | HEK293 GLP-1R CRE-luciferase, luminescence, 24 h; GLP-1R form is constitutively active; also: potency is read from the fitted curve at half-maximal effect; % is scaled to controls: 0 for no effect and ±100 for the full control effect; nearly all actives have a fitted effect of over 55% in size
#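 HEK293 cells stably co-expressing constitutively active GLP-1R and a cAMP-responsive luciferase reporter were seeded in DMEM with 10% Nu serum, given compounds after 12 h, and incubated 24 h at 37 deg C. Luminescence was then read.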
# PI5P4K alpha inh – inhibitors of human PI5P4K alpha | max response, % | P48426 | 1.2% of 330,000 active | PI5P4Kalpha enzyme, ADP-Glo luminescence, 60 min; active compounds read low; active = max response of -50% or lower; inconclusive = between -30% and -50%; inactive = -30% or higher; also: value at the top dose of about 77 µM; % is scaled to controls: 0 for no effect and ±100 for the full control effect
#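 Reactions run in 0.038 M HEPES pH 7.4, 0.28 mM EGTA, 0.1% CHAPS and 5% DMSO, with PI5P4Kalpha, substrate, compound and 5 microM ATP final, one hour at room temperature. Readout is ADP-Glo luminescence.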
# EPAC1 antagonist – EPAC1 (human) antagonism. EPAC1 GEF assay, Rap1b-BODIPY-GDP exchange fluorescence. Potency, µM (doses to about 115 µM), without a hit: at the highest dose activity change, negative = inhibition, hits mostly inhibitors. 0.14% of 360,000 active. AID 720709;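 also: potency is read from the fitted curve at half-maximal effect; plate controls were vehicle for no effect and positive control for full effect; nearly all actives have a fitted effect of over 50% in size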
# * marks the source's active call; other numbers are inactive results; i = inactive; ? = inconclusive; nt = no result given; & = joins results of further samples; [ ] = another dose, or the depositor's remark. Unless noted, calls follow the shape of the dose curve; as a rule, active = well fitted curve in the direction sought with a large enough effect; inconclusive = small, poorly fitted or top-dose-only effect, or another doubt; inactive = no such curve, though single readings can be large; an effect the other way counts as inactive or inconclusive. Only part of the results is shown; the hit share may differ from the screen's.
canonical_smiles | EPAC1 antagonist | EPAC1 agonist | IL2 activator | HEK293 tox | GLP-1R agonist | PLK1 PBD block | PI5P4K alpha inh | PTHR1 ag | GLP-1R inv ag
CCOc1ccc(CCN2C(=O)C(=O)N([C@@H](Cc3ccccc3)CN3CCC[C@H]3CN3C(=O)C(=O)NC[C@@H]3Cc3ccccc3)C[C@@H]2CC(C)C)cc1 | 4% | 1% | 0.1 | ? | -1% | -8% | -19 | -50%[inhibitor] | ?
Cc1cccc(-n2ncc3c(NCc4ccc5c(c4)OCO5)ncnc32)c1 | 8% | 4% | 1.2 | -20% | -5% | -2% | 1 | i | 0%
O=C(NCCCN1CCCC1=O)c1cc(COc2ccc(F)cc2F)on1 | 12% | 9% | -0.8 | -6% | 9% | -5% | -5 | -1% | 9%
Cc1cc(C)nc(SCc2nnc(SCC(=O)NCc3ccco3)n2-c2ccccc2)n1 | 12% | -5% | 2.3 | 9% | 2% | -16% | nt | -14% | 0%
CC(NC(=O)CSc1nc2ccccc2n1C)c1ccccc1 (stereo not given) | 14% | 5% | 0.3 | -1% | 15% | -14% | 0 | i | -30%
O=C(NC1CC2CCCC(C1)N2C(=O)NC1CCCCC1)c1ccc(F)cc1 (stereo not given) | 9% | 9% | -0.7 | 5% | -5% | -7% | 0 | -54% | -3%
COc1cc(S(=O)(=O)N2CCOCC2)ccc1NC(=O)COC(=O)c1ccc(Cl)nc1 | -9% | 2% | 0.2 | 5% | 9% | 2% | 0 | -23% | 1%
COc1ccc(CCN2CCCC(CN(C)C(=O)c3ccoc3C)C2)cc1 (stereo not given) | -17% | 19% | 1.8 | 10% | 2% | -7% | 2 | -27% | -30%
O=C(O)c1ccc(Oc2ccccc2)o1 | 1% | 12% | 1.0 | -4% | -1% | -1% | -3 | i | 10%
N#C/C(=C\c1ccco1)C(=O)Nc1ccc(S(N)(=O)=O)cc1 | -9% | -4% | -0.9 | 4% | -1% | 0% | 0 | i | 5%
CCN1CCN(CCCNC(=O)c2ccc3c(c2)NC(=O)c2ccccc2S3)CC1 | -17% | 1% | -3.5 | 0% | 9% | -12% | 3 | -9% | -7%
O=C(C(=O)N1CCN(c2ccccc2F)CC1)c1c[nH]c2ccccc12 | ? | -8% | -2.4 | 9% | 1% | -8% | 0 | -14% | -26%
CC(C)(C)S(=O)N1Cc2cc(CO)cc(CCO)c2[C@H]1CCO (stereo not given in full) | 6% | 6% | -0.2 | -8% | -1% | -5% | -6 | i | 10%
NS(=O)(=O)c1ccc(CCNC(=O)c2ccc(Br)s2)cc1 | -14% | -1% | -0.5 | 2% | 15% | -17% | -2 | -72%[inhibitor] | -14%
COc1ccccc1Oc1ccc2c(c1)C(=O)N(c1ccc(O)cc1)C2=O | 0% | -4% | -0.6 | -3% | -17% | -2% | -12 | -2% | ?
O=C(CSc1nnnn1-c1ccc(O)cc1)Nc1ccc(N2CCOCC2)c(Cl)c1 | -2% | 18% | -1.9 | ? | 6% | 0% | nt | -8%[57.5 µM] | 2%
O=C(Nc1nnc(SCC(=O)N2CCCc3ccccc32)s1)c1ccc2ccccc2c1 | -20% | 15% | -1.1 | 4% | -9% | -17% | 2 | -19% | ?
CCOC(=O)C1=C(C)NC2=C(C(=O)CC(C)(C)C2)C1c1cccc(C)n1 (stereo not given) | 4% | 7% | -1.5 | 86%[activator] | -2% | -6% | -2 | i | -9%
CC(C)(C)NC(=O)C1c2ccccc2OCC(=O)N1CC(F)(F)F (stereo not given) | -8% | 5% | -0.3 | -7% | -1% | 1% | 2 | 0% | -2%
Cn1cc(CN2CCC(n3nccc3NC(=O)c3ccccc3Cl)CC2)c2ccccc21 | -10% | -13% | -4.6 | ? | 1% | -14% | 7 | ? | ?
COc1ccc2[nH]c(=O)c(CN(C)C(=O)c3ccncc3)cc2c1 | 1% | -2% | -1.8 | 8% | -1% | -5% | nt | -1%[57.5 µM] | -5%
COc1ccc(C(=O)OCC(=O)Nc2ccc3c(c2)OCCO3)c(OC)c1 | -3% | -3% | -0.2 | 4% | -2% | 2% | 1 | -9% | 12%
CC1CCCN(S(=O)(=O)c2ccc(NC(=O)C3CC(=O)N(c4ccccc4)C3)cc2)C1 (stereo not given) | -2% | 1% | -0.3 | -1% | 11% | 7% | -14 | -20% | ?
CC(=O)Nc1ccc(S(=O)(=O)N(C)CC(=O)Nc2cccc(S(=O)(=O)N3CCCC3)c2)cc1 | -6% | 3% | 0.5 | -3% | 8% | 2% | 0 | i | 35%[activator]
CN1CCN(c2ncnc3sc(-c4ccccc4)cc23)CC1 | 0% | 8% | -0.9 | 18% | 27% | -10% | -2 | -29% | ?
Oc1cccc2c(NC(=S)Nc3ccc(SC(F)F)cc3)cccc12 | -2% | -6% | -4.3 | -11% | 1% | -26% | -19 | -41%[inhibitor] | ?
CCc1ccccc1NC(=O)CN1C(=O)c2ccccc2S1(=O)=O | 1% | -7% | -2.2 | 0% | 5% | 2% | 0 | -2% | 20%
Cc1cc(C)c(S(=O)(=O)Nc2ccccc2C(=O)N2CCCC2)c(C)c1 | -2% | -11% | -1.0 | -4% | 10% | -8% | 3 | -17% | ?
O=C(Nc1cccc(C(=O)N2CCCCC2)c1)C1CCC1 | -1% | -5% | -0.2 | -10% | 1% | 0% | -4 | -20% | 6%
CCOC(=O)C1CSC(CC(=O)Nc2ccc(OCC)cc2)C(=O)N1 (stereo not given) | 1% | -1% | -0.6 | 2% | 7% | -1% | -3 | i | -3%
COc1cc(NC(=O)c2cccs2)c(OC)cc1NC(=O)Cc1ccccc1 | -10% | 11% | -0.6 | -26% | 14% | 0% | 3 | i | ?
CCN(CC)S(=O)(=O)c1cccc(C(=O)N/N=C/c2c(C)nn(-c3ccccc3)c2Cl)c1 | -20% | 1% | 1.3 | 13% | 6% | -13% | -12 | -19% | 5%
CC1=CC(C)(C)[N+](C)(C)c2ccc(C)cc21 | 9% | 0% | -0.1 | 30% | 6% | 3% | -2 | i | 11%
CN(C)CCCNc1ncnc2c1cnn2Cc1ccccc1Cl | 0% | 8% | 0.8 | 6% | 2% | -25% | 1 | i | -29%
CN1C(=O)CC(c2ccccc2)CC1=O | -29% | -6% | 0.1 | 1% | -1% | -13% | -5 | -27% | 12%
CCCCn1c(N)c(N(CCC(C)C)C(=O)CC2CCCC2)c(=O)[nH]c1=O | 12% | 3% | 0.5 | 1% | -5% | -2% | -3 | i | 26%
C=CCNC(=O)CC(=O)N/N=C/c1cccs1 | 32%[activator] | 3% | -0.3 | -2% | -5% | -6% | -12 | -37%[inhibitor] | 10%
Cc1ccc(NC(=O)c2sc3ncnc(N4CCN(c5ccccn5)CC4)c3c2C)c(C)c1 | 5% | 13% | -4.0 | 0% | 19% | 2% | -2 | -19% | ?
Cc1noc2ncnc(N3CCCC3)c12 | -14% | -12% | 0.2 | -7% | -1% | 2% | 3 | -13% | 11%
O=C(/C=C/c1ccco1)NC1=NCCS1 | 15% | 12% | 1.0 | 4%[1.53 µM] | -9% | 1% | -7 | i | ?
CCOc1ncc(S(=O)(=O)N2CCN(CC)CC2)cc1C(=O)O | 9% | 11% | -3.4 | 10% | -6% | -2% | 8 | i | 5%
O=C1Nc2ccc3c(c2C1=Cc1cc2c(cc1Br)OCO2)OCO3 | 7% | 10% | -0.4 | ? | 0% | -2% | -23 | -16% | ?
CC1CN(C2CCN(C(=O)COc3ccccc3)CC2)CC(C)O1 (stereo not given) | 5% | 2% | -1.9 | -6% | 4% | -1% | 0 | i | 0%
COC(=O)CC1C(=O)NCCN1C(=S)Nc1cccc(C(F)(F)F)c1 (stereo not given) | -3% | -1% | -4.3 | -21% | 20% | -12% | -4 | -6% | -13%
OCC[C@@H]1C[C@H](O)[C@@H](O)[C@@]2(OCCCc3ccccc32)O1 | 0% | 6% | 1.6 | ? | 4% | -2% | 7 | -25% | 19%
O=C(Cc1ccccc1)NCc1n[nH]c(=S)n1-c1ccc(Br)cc1 | -7% | -12% | 0.1 | -2% | 0% | 11µM* | -26 | 7% | 24%
COc1ccc2c(c1)CCCC2NS(=O)(=O)OCC(Cl)(Cl)Cl (stereo not given) | 12% | 11% | -1.8 | 6% | -3% | -9% | 6 | -72%[inhibitor] | ?
COCCc1ccc(OC2(C)CCN(Cc3cccc(OC)c3OC)C2)cc1 (stereo not given) | -4% | 11% | -1.0 | -1% | 11% | -4% | -1 | i | -26%
CCOc1ccc([C@@H]2CC=C(C(=O)O)CN2S(=O)(=O)c2ccc(C)cc2)cc1 | 8% | -10% | 0.4 | 1% | 0% | 2% | 3 | -6% | 16%
COc1ccc(-c2csc(CCn3nc(C)cc3C)n2)cc1 | -10% | -6% | -0.1 | 0% | 15% | -26% | -2 | -21% | -17%
COc1ccc(NS(=O)(=O)c2cccc(C(=O)NCC(c3ccco3)N3CCCCC3)c2)cc1 (stereo not given) | -10% | -1% | -0.1 | -5% | 8% | 8% | 4 | -1% | ?
COc1cccc(C(=O)NCCOc2cc(C)cc(C)c2)c1 | -14% | -9% | 1.0 | -5% | 10% | 1% | -2 | i | -25%
COC(=O)[C@]12CCCCC=C1N(Cc1ccc(Cl)cc1Cl)C(=O)[C@H](CC(=O)N1CCC(c3ccccc3)CC1)C2 | -8% | 7% | -0.2 | 4% | -3% | -7% | 12 | -19% | 11µM*
COCc1c(C(=O)Nc2ccc(C)c(S(=O)(=O)N3CCOCC3)c2)oc2ccccc12 | -19% | 11% | -0.4 | -23% | -16% | 2% | 3 | -20% | ?
CCOc1cc(C(=O)Nc2cc3c(cc2N2CCOCC2)n(C)c(=O)n3C)cc(OCC)c1OCC | 6% | 1% | 1.0 | -17%&2% | 12% | 13µM* | -1 | -7%&-24% | 57%&15%[activator]
CCc1nnc2sc(-c3ccc(NC(=O)c4ccc5c(c4)OCCO5)cc3)nn12 | 9% | -2% | -0.4 | -8% | 17% | -8% | 6 | -19%[57.5 µM] | 12%
